From PubChem
PMI act: increases human mannose-6-phosphate isomerase activity; P34949; purified human PMI, coupled resazurin fluorescence, 20 min; active compounds read high; 1 = vehicle control, 0 substrate-free wells; activation factor at 20 µM; actives 0.005% (n = 190,000); AID 1214;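 active = activation factor of 2 or more at 20 µM, relative to plate controls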
TNAP act hiacc: increases human TNAP activity under high phosphate acceptor concentration | P05186 | purified TNAP, CDP-star luminescence, 1 M DEA, 30 min; active compounds read high; 0 = EDTA background, 1 = DMSO-only activity | activation factor at 20 µM | 200,000 tested, under 10 active;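 active = activation factor at least 2 at 20 µM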
Target sequence (P05186 whole entry, looked up): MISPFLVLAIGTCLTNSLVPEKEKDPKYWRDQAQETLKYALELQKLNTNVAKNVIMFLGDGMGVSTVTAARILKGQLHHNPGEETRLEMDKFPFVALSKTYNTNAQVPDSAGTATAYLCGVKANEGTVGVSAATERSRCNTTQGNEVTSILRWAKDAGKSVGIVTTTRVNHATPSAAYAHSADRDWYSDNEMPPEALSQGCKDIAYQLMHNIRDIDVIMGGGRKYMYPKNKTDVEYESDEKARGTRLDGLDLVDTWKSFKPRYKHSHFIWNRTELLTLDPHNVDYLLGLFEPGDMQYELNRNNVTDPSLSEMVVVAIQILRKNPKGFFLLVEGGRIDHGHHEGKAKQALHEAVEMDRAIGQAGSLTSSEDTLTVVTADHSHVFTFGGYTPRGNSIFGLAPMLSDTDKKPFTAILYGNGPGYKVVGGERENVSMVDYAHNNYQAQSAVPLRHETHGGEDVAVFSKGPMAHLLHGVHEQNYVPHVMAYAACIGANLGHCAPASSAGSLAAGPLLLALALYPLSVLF
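Control set: EDTA negative control, DMSO positive control / Assay system: human TNAP / Quantity: TNAP 1/800 final / Evaluation: TNAP activation factor scaled between EDTA and DMSO control wells / Measured by: luminescent substrate turnover signal / Compound dosing: one dose, 20 µM / Times: 30 min enzyme reaction at room temperature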
PMI act satM6P: PMI (human) activation, high substrate; P34949; coupled PMI enzyme assay, resazurin fluorescence, 20 min; active compounds read high; 1 = untreated enzyme, 0 = substrate-free blank; activation factor at 20 µM; actives 0.34% (n = 190,000);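 active = activation factor of 2 or more at 20 µM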
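Material: human phosphomannose isomerase with PGI, G6PDH, diaphorase coupling enzymes. Quantity: 15 ng/mL PMI. Medium: HEPES pH 7.4 buffer with MgCl2 and Tween-20. Reagent: Near-saturating mannose-6-phosphate, 1.0 mM. Compound: 20 µM single dose. Times: enzyme reaction with compound 20 min at room temperature. Detection: resorufin fluorescence at Ex 544/Em 590 nm.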
TNAP inh hi DEA: TNAP (human) inhibition, high acceptor; inhibition, % at 20 µM; AID 1135; P05186; actives 0.03% (n = 200,000); purified TNAP, CDP-star luminescence, 1 M DEA;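 active = over 50% inhibition of tissue-nonspecific alkaline phosphatase at 20 µM in the single-dose screen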;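 also: plate controls were DMSO wells for no effect and EDTA-quenched wells as full inhibition for full effect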
APP 5'UTR act: APP 5'UTR luciferase reporter activation | SH-SY5Y APP 5'UTR luciferase reporter, luminescence; zero percent = DMSO vehicle wells | activation, % at 2 µM | actives 1% (n = 190,000);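 active = activation above a set limit, based on mean plus 3 SD of controls, cut at about 140% in these data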; also: values of inactives mirror those of a sister screen read the other way
FLuc stim CS: affects firefly luciferase, flagging false hits in luciferase stimulation screens. P08659. ATPlite luciferase biochemical, luminescence, 10 min; 0 = ATP-free wells, 1 = DMSO control. activation factor at 10 µM. 200,000 tested, under 10 active. AID 1027;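 active = luciferase activation factor, scaled between plate controls, of at least 2 with compound at 10 µM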
Target sequence (P08659 whole entry, looked up): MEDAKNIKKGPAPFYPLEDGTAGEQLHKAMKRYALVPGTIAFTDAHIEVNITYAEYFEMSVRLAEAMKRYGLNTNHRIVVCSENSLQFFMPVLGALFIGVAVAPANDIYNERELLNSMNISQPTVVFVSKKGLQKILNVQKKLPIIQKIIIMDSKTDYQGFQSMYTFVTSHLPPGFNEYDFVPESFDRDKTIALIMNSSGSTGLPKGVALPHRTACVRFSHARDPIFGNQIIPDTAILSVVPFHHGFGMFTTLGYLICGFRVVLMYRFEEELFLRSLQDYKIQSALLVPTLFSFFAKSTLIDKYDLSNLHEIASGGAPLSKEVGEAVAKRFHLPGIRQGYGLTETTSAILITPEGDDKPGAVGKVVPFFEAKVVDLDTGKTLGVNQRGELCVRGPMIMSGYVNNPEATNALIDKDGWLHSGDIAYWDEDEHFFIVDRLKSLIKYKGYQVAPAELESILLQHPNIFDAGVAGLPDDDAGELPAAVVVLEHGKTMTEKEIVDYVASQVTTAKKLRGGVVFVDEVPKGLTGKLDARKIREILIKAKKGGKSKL
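test system = cell-free luciferase reagent | medium = PBS as buffer for the ATP substrate | dosing = test compounds dosed from 2 mM stocks in 100% DMSO | incubation = 10 min at ambient temperature | detection = luminescence measurement of luciferase light output | benchmarks = low control with PBS replacing ATP, high control enzyme plus ATP without compound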
TNAP inh no acc: TNAP (human) inhibition, acceptor-free conditions. P05186. purified TNAP, CDP-star luminescence, 30 min. inhibition, % at 20 µM. actives 0.26% (n = 200,000). AID 1012;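 active = tissue-nonspecific alkaline phosphatase inhibition above about 50% at 20 µM in the single-dose screen, limit read from the data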;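 also: 0% = DMSO negative control and 100% = EDTA positive control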
FLuc inh counter: inhibits firefly luciferase, flagging false hits in luciferase inhibition screens | P08659 | ATPLite firefly luciferase biochemical luminescence, 10 min | inhibition, % at 10 µM | actives 1.5% (n = 200,000);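 active = inhibition above about 50% when tested at 10 µM, limit read from the data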
bIAP activator: intestinal alkaline phosphatase (bovine) activation. purified bovine IAP, CDP-star luminescence, 30 min; active compounds read high; fold of DMSO-control signal, blank-subtracted. activation factor at 20 µM. actives 0.17% (n = 200,000). AID 1016;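 active = activation factor of 2 or more at 20 µM, a signal rise over negative controls twice the positive control's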
NF-kB expr up: compounds increasing NF-kB expression in human neuronal cells | fold change at 12.5 µM | NF-kB reporter expression; active compounds read high | actives 1.6% (n = 190,000); in the data active = fold change above about 3.3
The depositor's hits bear a star; / = no result given.

SMILES	PMI act	TNAP act hiacc	PMI act satM6P	TNAP inh hi DEA	APP 5'UTR act	FLuc stim CS	TNAP inh no acc	FLuc inh counter	bIAP activator	NF-kB expr up
CCN1CCN(S(=O)(=O)c2ccc3ccccc3c2)CC1	1.1	1.1	1	-7	8	1.1	-9	-10	1	1
COc1ccc(OC)c(CNC(=O)CCN2C(=O)COc3ccccc32)c1	1	1	1	0	-3	1.1	-6	-7	0.9	0.94
COc1ccc(-c2cc(C(=O)O)sc2C)cc1	1.2	1.1	1.2	-6	-15	1	-16	-4	0.8	1.1
N#CCC(=O)N/N=C/c1ccccc1Cl	0.8	1.1	0.8	-7	-10	1	-8	2	1.1	1.1
O=C(COC(=O)c1nc(Cl)ccc1Cl)Nc1ccccc1OC(F)F	1.1	1.1	1	-6	14	1.1	-13	-7	1.1	1
CC1(C)CC(=O)C(C=Nc2ccc(Cl)cn2)=C(O)C1	1.5	1	1.3	-4	12	1	-8	-4	0.5	1.1
CCCS/C(N)=N/N=C/c1cc(C)ccc1O	0.8	1.1	0.9	-8	150*	0.5	-12	50	0.7	11*
CC1CCCCN1CC(O)COCCC12CC3CC(CC(C3)C1)C2 (stereo not drawn)	1	1	1	1	16	1	-4	-3	1	1.5
COc1ccc(C=O)cc1OC(=O)C1(C)Cc2ccccc2C(=O)O1 (stereo not drawn)	1	1	1	0	-9	1	-9	-2	1	1.1
COC(=O)c1cn(NC(=O)/C=C/c2cc(OC)ccc2OC)c(=O)c2ccccc12	0.9	1	1	2	-2	1	-2	-3	1	1.1
O=C(O)CCCCCCNS(=O)(=O)c1ccccc1	1.1	1.1	1.1	-6	-1	1	0	-3	0.9	1.2
O=C(c1ccc2c(c1)N(Cc1ccccc1)C(=O)c1ccccc1S2)N1CCCC1	0.9	1	0.9	-2	13	1	-8	-2	1	0.72
CCCCN(CC)S(=O)(=O)c1ccccc1	1.1	1	1.1	-1	-21	1	-14	-1	0.9	0.84
Cc1ccc2nc3cc([N+](=O)[O-])cc([N+](=O)[O-])c3cc2c1	1.4	0.9	1.3	5	-63	1	-3	-4	0.7	5.3*
O=C(Nc1ccc(C(F)(F)F)cc1)c1ccccc1Br	0.9	1	0.9	-5	30	1	-15	-4	0.8	2.3
CNC(=S)NNC(=O)c1ccccc1Br	0.9	1	1	1	-1	1.1	-106	-7	0.9	1.2
CCc1nnc(NC(=O)CSc2ncc(-c3ccccc3)n2C)s1	0.9	1.1	0.9	-5	-4	1	-8	3	1	0.77
CCOC(=O)c1ccc(NC(=O)NCc2c(C)nn(CC)c2C)cc1	0.9	1.1	0.9	-8	2	1.1	-33	-6	1.4	1.2
CCOC(=O)C1CCN(S(=O)(=O)Cc2ccccc2)CC1	1.1	1	1.1	-2	-12	1	4	1	1	1
Cc1cc(C)c(NC(=O)COC(=O)/C=C/c2cccc(C(F)(F)F)c2)c(C)c1	1.1	0.9	1.2	8	3	1	5	4	1	0.96
N#C/C(=N\Nc1ccc(Br)cc1)C(=N)N1CCOCC1	1	1	0.9	5	80	0.9	3	11	0.7	3.1
CCOC(=O)C1=C(CC)OC(N)=C(C#N)C1c1ccsc1 (stereo not drawn)	1	1.1	0.9	-7	2	1	6	-3	1	1.3
COc1ccccc1-c1cc(C(=O)NCCCn2ccnc2)no1	0.9	1	0.8	3	-1	1	8	-2	0.9	1.3
CCCN1C2CCCC1CC(NC(=O)c1ccc(F)cc1)C2 (stereo not drawn)	1	1	1	0	-3	1	-9	-2	1	1.2
Cc1ccc(NC(=O)CSc2nnc(-c3ccncc3)o2)cc1C	1	1.1	1	-8	26	1.1	-20	-6	0.9	1.4
COc1ccc(CC(=O)Nc2ccc3nc(SC)sc3c2)cc1OC	1.1	1	0.8	-2	-6	1.1	-9	-6	1.2	1.1
C/C(CCc1ccco1)=N/NC(=O)CCC(=O)Nc1ccc(Br)cc1	0.8	1	0.9	-1	18	1	2	-4	1.1	0.97
CCN1CCN(c2ccc(NC(=O)c3ccc4c(c3)OCO4)cc2)CC1	0.9	1	1	-2	23	0.9	-10	10	0.9	2.3
N#CC(c1ccncc1)(c1ncc(C(F)(F)F)cc1Cl)N1CCOCC1 (stereo not drawn)	0.9	0.9	0.9	5	6	1	1	2	0.9	1.1
Cc1ccccc1-c1ccc(=O)n(CC(=O)Nc2ccc(S(=O)(=O)N(C)C)cc2)n1	0.9	1	0.9	0	15	1	6	-2	1	1.2
CCCCS/C(N)=N/N=C/c1cc(C)ccc1O	0.9	1	0.9	0	20	1	-4	4	0.7	1.6
Cc1cccc(N=Nc2c(N)n[nH]c2-c2ccc(Cl)cc2)c1	0.9	1	0.9	-4	2	1.1	-6	-10	0.9	1.1
Cc1cc(NC(=O)CN2C(=O)/C(=C/c3cccc(Br)c3)SC2=S)no1	1.1	1	1.1	-2	4	1	-9	-4	0.9	1.1
O=CN1CCN(C(=O)c2ccc(-c3nc4ccccc4s3)s2)CC1	1.1	1	1	1	90	0.5	-6	46	1	3.8*
COc1ccc(-c2nnc3sc(-c4ccccc4OC)nn23)cc1	1	1.1	1	-9	/	1.1	4	-8	1	/
COc1ccc(Cl)cc1NC(=O)Cn1c(NCCO)nc2ccccc21	1.1	1.1	1	-6	14	1.1	-28	-5	0.8	1.1
O=C(CCN1C(=O)/C(=C/c2ccc3c(c2)OCO3)SC1=S)Nc1ccccc1	0.9	0.9	1	6	8	1	-7	-4	1.1	1.2
COc1ccc(C(=O)NC2CCCCCC2)cc1S(=O)(=O)Nc1ccc(Br)cc1	1.1	1	1.2	3	3	1	0	-2	0.9	1.2
COc1cccc(C2Nc3cc(Cl)c(S(N)(=O)=O)cc3S(=O)(=O)N2)c1 (stereo not drawn)	0.9	0.9	0.9	7	-3	1	28	-2	0.3	1.2
CCN(CC)c1ccc(-n2c(C)c(C(C)=O)c(C(C)=O)c2C)cc1	1	1.1	0.9	-10	20	1.1	-15	-6	1	1

Full records, looked up by structure. Order of screens: PMI act | TNAP act hiacc | PMI act satM6P | TNAP inh hi DEA | APP 5'UTR act | FLuc stim CS | TNAP inh no acc | FLuc inh counter | bIAP activator | NF-kB expr up
Cc1cccc(N=Nc2c(N)n[nH]c2-c2ccc(Cl)cc2)c1 in the list: 0.9 | 1 | 0.9 | -4 | 2 | 1.1 | -6 | -10 | 0.9 | 1.1
Cc1ccccc1-c1ccc(=O)n(CC(=O)Nc2ccc(S(=O)(=O)N(C)C)cc2)n1 in the list: 0.9 | 1 | 0.9 | 0 | 15 | 1 | 6 | -2 | 1 | 1.2

Sorted by formula weight (low to high): part of the list above
SMILES	PMI act	TNAP act hiacc	PMI act satM6P	TNAP inh hi DEA	APP 5'UTR act	FLuc stim CS	TNAP inh no acc	FLuc inh counter	bIAP activator	NF-kB expr up
Cc1cccc(N=Nc2c(N)n[nH]c2-c2ccc(Cl)cc2)c1	0.9	1	0.9	-4	2	1.1	-6	-10	0.9	1.1
COc1ccc(-c2nnc3sc(-c4ccccc4OC)nn23)cc1	1	1.1	1	-9	/	1.1	4	-8	1	/
CCN1CCN(c2ccc(NC(=O)c3ccc4c(c3)OCO4)cc2)CC1	0.9	1	1	-2	23	0.9	-10	10	0.9	2.3
Cc1ccccc1-c1ccc(=O)n(CC(=O)Nc2ccc(S(=O)(=O)N(C)C)cc2)n1	0.9	1	0.9	0	15	1	6	-2	1	1.2

New compounds follow:
SMILES	PMI act	TNAP act hiacc	PMI act satM6P	TNAP inh hi DEA	APP 5'UTR act	FLuc stim CS	TNAP inh no acc	FLuc inh counter	bIAP activator	NF-kB expr up
COc1cc(C(=O)NCCOc2cccc(C)c2)c(Br)c(OC)c1OC	0.9	1	0.7	3	-10	1	-5	-2	1	0.98
C=CCNC(=S)N(CC)c1cccc2ccccc12	0.9	1	0.9	-2	4	1	-6	-5	1.2	1.3
COc1ccc(-c2csc(C3=C(O)CN(CCCN4CCCC4=O)C3=N)n2)cc1OC	0.9	1	0.9	-3	41	0.4	-34	56*	1.3	0.92
O=C1CCCC(=O)N1c1ccc(N2CCN(c3ccccc3)CC2)c([N+](=O)[O-])c1	1.1	1	1	-3	12	1	-11	-4	1.2	1.5
O=S(=O)(Nc1ccc(N2CCOCC2)cc1)c1ccc(Cl)s1	0.9	1	1	-3	3	1	-16	-3	0.9	0.9
CS(=O)(=O)ON=C1CCN(S(=O)(=O)c2ccccc2)CC1	1.2	1	1.2	-1	-9	1.1	8	-8	1	1.1
COc1ccc(NS(=O)(=O)c2cc(NC(=O)CCSc3ccccc3)ccc2OC)cc1	0.8	1.1	0.9	-6	17	1	-27	-3	0.9	0.59
Oc1ccc(-c2nccc(-c3cccs3)n2)cc1	0.9	1	1	-1	83	0.9	-7	5	1.1	2.9
O=C1NCCN(Cc2ccoc2)C1CC(=O)N(CCO)Cc1ccccc1 (stereo not drawn)	1	1.1	0.9	-5	0	1.1	-1	-6	1	1.1
Cc1ccc(C23CC4CC(CC(NC(=O)NC(C)(C)CO)(C4)C2)C3)cc1	1	1.1	1	-8	/	1	-22	-4	1.3	1
N#C/C(=C(/O)c1ccc(-c2cccc([N+](=O)[O-])c2)o1)c1nc2ccccc2s1	1	0.9	1	7	17	0.3	7	66*	1	0.97
Cc1cc(C)c2ccc(N)nc2c1O	0.8	1.1	0.7	-5	-66	1	-12	-3	0.5	0.3
CCCN(CCC)CCCNC(=O)c1ccc2c(c1)N(CC)C(=O)c1ccccc1S2=O (stereo not drawn)	0.9	1	0.9	-4	-8	1	-8	-1	1	1.3
Nc1n[nH]c(-c2ccc([N+](=O)[O-])cc2[N+](=O)[O-])n1	1	1	0.9	-2	-2	1.1	22	-7	1	0.9
CC(C)(C)c1ccc(-c2nc(C=O)c3ccccn23)cc1	1	1	1	-3	4	0.9	-8	8	0.9	0.5
O=C(NCc1ccc(N2CCCC2=O)cc1)c1cn(Cc2ccccc2)nn1	1	1.1	1	-7	9	1.1	-20	-6	0.8	1.1
Cc1ccc(OCc2nc(C#N)c(N3CCN(Cc4ccccc4)CC3)o2)cc1	0.9	1.1	0.9	-7	2	1.1	-16	-7	0.9	0.93
C/C(=N\NC(=O)c1nc2ccccn2c1C)c1cc2ccccc2o1	0.9	1	0.9	-2	-8	1	-102	-1	1.3	0.57
Cc1ccccc1OCCCCCn1ccnc1	1	1	1	-2	16	1	-4	-2	0.9	0.72
CCN(CC)C(=O)Cc1cn(C)c2ccccc12	1	1	1	-2	13	1	-11	-3	0.9	1.1
CCOC(=O)C1CCN(C(=O)c2ccc(OC)cc2OC)CC1	0.9	1	1	-2	6	1.1	-12	-7	0.9	1.1
CC(C)N1C(=O)c2ccccc2C1C(=O)NC1CCCCCC1 (stereo not drawn)	1.1	1.1	1.1	-8	-17	1	-1	-3	1	1.1
O=C(c1c(F)cccc1F)N1CCN(c2cccc(C(F)(F)F)c2)CC1	1	1.1	1	-8	-11	1	-12	0	1.1	0.81
Cc1nc2ccc(NC(=S)NC3CC3)cc2nc1C	0.8	1	0.5	-3	/	1	-17	-4	1	1.3
Cc1cccc(NC(=O)NCCN2C(=O)C3C4C=CC(C4)C3C2=O)c1 (stereo not drawn)	1	1	1	-2	/	0.9	-10	6	1	1.5
O=C(NCc1ccccn1)C1CCN(S(=O)(=O)c2cnc[nH]2)CC1	1	1	1	-3	-18	1	-7	-5	0.9	0.99
CCCc1nnc(NC(=O)c2cccs2)s1	1	1.1	1	-5	12	1	-12	4	1	1.6
